aSyn 5UTR inh: MLPCN primary screen, SNCA 5' untranslated region | inhibition, % (tested at 7.5 µM) | AID 1813, 2009 | 300,000 tested, 0.82% active | alpha-synuclein 5'UTR reporter, inhibitor activity; in the data active means inhibition above about 60%; inconclusive means no clear call, values can overlap the other calls;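 further: H4 neuroglioblastoma cells stably carrying SNCA 5'UTR luciferase fusion; 0% = DMSO wells and 100% = positive control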
AI-2 QS mod: Vibrio harveyi AI-2 quorum sensing modulators, primary screen, JMH597 strain, luminescence/OD600 ratio; Vibrio harveyi JMH597 AI-2 luminescence/OD600 ratio, 9 h; stronger effect = lower value; strain lacks LuxN and CqsS sensors; 0 = neutral-control median; activity change, % at 7.5 µM; 300,000 tested, 0.4% active; AID 2094, 2009; in the data active means activity change below about -75%, passing the limit was not always enough; inconclusive means no clear call, values can overlap the other calls;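 further: luminescence divided by OD600 gain over 9 h not by final OD600 alone; inactives centre near 13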
HSP90 refold inh: HSP90 inhibitors, primary screen, cell lysate, luminescence. inhibition, % at 5.6 µM. Rabbit reticulocyte lysate, luciferase refolding luminescence, 3 h. Heat shock protein HSP 90 (rabbit reticulocyte lysate; luciferase refolding). 290,000 tested, 0.91% active;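 active means inhibition above the screen-wide mean plus 3 SD, computed separately per campaign, cut at about 16% in these data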;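 further: 0% = DMSO wells and 100% = 60 µM geldanamycin wells; inhibitors lower the luminescence because luciferase stays unfolded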
HDAC3 inhib: HDAC3 deacetylase inhibitors, primary screen, biochemical, fluorescence, cell-free homogeneous; recombinant HDAC3, fluorogenic peptide/trypsin coupled; Histone deacetylase 3 (Homo sapiens), O15379; 320,000 tested, 0.15% active; inhibition, % at 8.3 µM; in the data active means inhibition above about 26%, passing the limit was not always enough; inconclusive means no clear call, values can overlap the other calls
Target sequence (O15379 whole entry, looked up): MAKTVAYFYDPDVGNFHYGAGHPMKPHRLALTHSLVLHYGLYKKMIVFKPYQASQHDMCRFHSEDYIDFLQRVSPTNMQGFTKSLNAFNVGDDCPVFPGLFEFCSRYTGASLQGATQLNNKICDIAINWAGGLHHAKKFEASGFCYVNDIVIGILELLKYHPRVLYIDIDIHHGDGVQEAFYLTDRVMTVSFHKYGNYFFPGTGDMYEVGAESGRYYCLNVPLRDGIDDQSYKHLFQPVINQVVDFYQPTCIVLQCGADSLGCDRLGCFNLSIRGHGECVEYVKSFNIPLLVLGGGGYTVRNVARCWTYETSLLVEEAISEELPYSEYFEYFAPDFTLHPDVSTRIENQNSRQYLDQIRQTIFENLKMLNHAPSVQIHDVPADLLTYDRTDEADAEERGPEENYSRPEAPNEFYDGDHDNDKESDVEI
KLF5 inh: KLF5 expression inhibitors, primary screen, DLD-1 cells, luminescence; inhibition, % at 5 µM; DLD-1 KLF5 promoter-luciferase reporter; 290,000 tested, 0.23% active;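 active means inhibition above a per-plate limit of that plate's mean compound inhibition plus 3 SD, cut at about 60% in these data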;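 further: 0% = DMSO wells and 100% = LY294002 at 200 µM; higher means less KLF5 promoter-driven luciferase light; inactives centre near -14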
HIF act: HIF pathway transcriptional activators, primary screen, cell-based, U2OS HRE-luciferase, luminescence. U2OS HRE-luciferase reporter; normalized: DMSO 0%, desferrioxamine 100%. activation, % at 7.5 µM (by protocol). 300,000 tested, 0.32% active. AID 1910, 2009;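 active means mean activation of at least 10% of the iron chelator positive control signal, with at least half of replicates also reaching 10%; inconclusive means mean and replicate majority disagree about reaching 10%; inactive means mean and most replicates under 10%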
Platelet DG rel: inhibitors of platelet dense granule secretion, primary screen, cell-based, MLPCN, human platelets; human platelet-rich plasma, SFLLRN dense granule ATP release, luminescence; inhibition, %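 (compounds screened at 7.5 µM in platelet-rich plasma)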; 300,000 tested, 0.22% active;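 active means mean replicate score, as percent of positive control, at or above 50; inconclusive means mean below 50 but at least one replicate at or above 50; inactive means mean and every replicate below 50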
HSF1 inh: HSF1 inhibitors in luciferase reporter cells, primary screen, cell-based, NIH3T3, luminescence; NIH3T3-HGL HSE-luciferase, MG132-induced, luminescence 8 h; stronger effect = lower value; activity change, negative = inhibition, % at 7.5 µM (by protocol); 300,000 tested, 0.77% active;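 active means more than half of replicate wells show activity change below -50%, luminescence cut by over half; inconclusive means some wells, but at most half, below -50%; inactive means no replicate well below -50%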;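 further: luciferase reports HSF-1 transcriptional activity via heat shock element; 0% = median of DMSO wells and -100% = zero luminescence signal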
HSF-1 act: HSF-1 activators, primary screen, NIH3T3-HGL cells, MG132 stress, luminescence, single point; NIH3T3-HGL HSF-1 luciferase reporter, 8 h; 100% = twice DMSO control signal; 300,000 tested, 1.7% active; activation, % at 9 µM;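 active means mean replicate activation of at least 50% with a set share of replicates each reaching 50%; inconclusive means only one of those two conditions met; inactive means mean below 50% and too few replicates reaching it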;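 further: 0% = median of the neutral control wells and 100% = twice that signal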
IEC-6 cytotox: cytotoxicity in IEC-6 intestinal epithelial cells, primary screen, cytotoxicity control for KLF5 inhibitor project, cell-based, luminescence; IEC-6 cytotoxicity, luminescence viability; inhibition, % at 5 µM; 290,000 tested, 0.78% active; AID 1825, 2009; in the data active means inhibition above about 22%;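 further: 0% = plate median of test compound wells and 100% = cytotoxic reference compound wells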
Numbers without * were called inactive; ? = inconclusive; · = no result given.

SMILES	aSyn 5UTR inh	AI-2 QS mod	HSP90 refold inh	HDAC3 inhib	KLF5 inh	HIF act	Platelet DG rel	HSF1 inh	HSF-1 act	IEC-6 cytotox
CN1CCN(S(=O)(=O)c2cccc(C(=O)Nc3ccccc3N3CCCCC3)c2)CC1	-1	7	·	-1	·	0.1	11	-2	-20	·
COc1ccc(N2CC(C(=O)N3CCc4ccccc43)CC2=O)cc1 (stereo not drawn)	23	23	-7	0	-29	-0.3	0	3	2	-2
CCCCC(=O)NNC(=O)N1c2ccccc2Sc2ccccc21	11	22	-2	6	-38	-0.6	-3	12	13	1
Cc1cccc(C(=O)Nc2cc(Cl)ccc2-n2cncn2)c1[N+](=O)[O-]	-2	27	·	15	·	-0.6	-9	2	11	·
COc1cc(NC(=O)CSc2c3c(nc4ccccc24)CCC3)cc(OC)c1OC	-11	0	0	5	0	0.3	11	31	35	-3
N=C1c2ccccc2CN1NC(=O)c1cccc(S(=O)(=O)N2CCCC2)c1	9	12	-5	6	-3	-0.4	1	-12	7	-5
COc1cccc(OCCCN2CCN(S(=O)(=O)c3ccc(NC(C)=O)cc3)CC2)c1	1	27	0	0	-23	0.1	-4	2	3	-3
O=S(=O)(Nc1cccnc1)c1ccc2c(c1)OCCO2	17	3	-2	0	-25	-0.1	-1	·	·	-5
CSCCC(NC(=O)COc1cccc2ccccc12)C(=O)O (stereo not drawn)	1	32	2	0	-5	-7.7	-8	8	3	-8
Cc1ccc(NC(=O)C2CC(=O)N(Cc3ccccc3)C2)nc1 (stereo not drawn)	1	9	·	7	·	0.1	5	-2	6	·
COC(=O)CNC(=O)CN1c2cccc3cccc(c23)S1(=O)=O	3	33	-6	-2	-34	-5.0	1	-2	-5	5
COC(=O)Nc1sc2c(c1C(N)=O)CCC(C)C2 (stereo not drawn)	1	6	-1	4	-25	0.1	-5	-6	3	-3
O=C(CN1CCc2ccccc2C1)Nc1cccc(S(=O)(=O)N2CCCC2)c1	11	3	-1	-9	-30	-0.1	1	-1	-11	-1
CCOc1cccc(/C(O)=C2/C(=O)C(=O)N(Cc3cccnc3)C2c2ccco2)c1 (stereo not drawn)	10	8	-2	4	-40	0.4	-3	-1	12	-9
Cc1ccccc1C(=O)N1CCN(S(=O)(=O)c2ccccc2)CC1	-8	6	-4	-8	-10	0.5	1	4	0	-10
CCn1c(SCC(=O)Nc2nc3ccccc3s2)nnc1-c1ccc(OC)cc1	12	13	7	-2	3	-0.1	-8	2	2	8
COc1cc(C(=S)N2CCOCC2)ccc1OC(=O)c1ccccc1[N+](=O)[O-]	-12	27	0	5	-1	-0.6	-6	-4	-3	-4
COc1ccc(-c2csc(NC(=O)CC(NC(C)=O)c3ccccc3)n2)cc1OC (stereo not drawn)	31	20	-4	5	-36	-0.4	-5	-2	-15	-2
Cc1cc(C)c2nc(Nc3nc(-c4ccccc4)cc(=O)[nH]3)nc(C)c2c1	-5	13	-1	2	4	-0.1	15	1	-2	-1
Cc1ccc(S(=O)(=O)CCc2nc3ccccc3n2CCC#N)cc1	18	12	-1	-1	-14	-0.4	-21	-14	-13	-4
Cc1cc2c(cc1S(=O)(=O)CCC(=O)N1CC(C)CC(C)C1)OCC(=O)N2 (stereo not drawn)	-25	-2	-4	1	3	0.2	-9	-5	0	-5
Cc1cccc(NC(=S)N(CCN2CCOCC2)Cc2cc3cc4c(cc3[nH]c2=O)OCO4)c1	31	12	-3	3	-38	-0.3	3	0	15	-7
COc1ccc(NC(=O)c2cc(-c3ccco3)on2)c(OC)c1	-28	-6	3	-4	-37	1.2	-5	6	6	8
CCCCC(=O)NC(=S)Nc1cccc(NC(=O)c2ccco2)c1	-5	-27	1	9	-15	0.4	-6	-2	-19	1
C=CCn1c(=O)c(C(=O)Nc2ccccc2C)c(O)c2ccccc21	-156	18	-1	·	-158	3.2	0	32	75*	-1
Cc1cc(C)n(C(=O)c2ccc(S(=O)(=O)NCC3CCCO3)cc2)n1 (stereo not drawn)	-19	26	0	2	-3	0.1	3	-4	8	1
Cc1ccc(OCCNC(=O)c2ccc(COc3ccccc3)o2)cc1	4	7	·	-1	·	0.2	-3	2	-3	·
O=C(CCCCCN1C(=O)[C@@H]2Cc3ccccc3CN2C1=O)N[C@@H](Cc1ccc(O)cc1)C(=O)O	16	27	-6	-5	6	0.0	-2	0	5	-7
COc1cccc2cc(C(=O)Nc3ccccc3C(=O)N3CCOCC3)oc12	-11	19	-2	5	6	-1.3	3	-12	-4	-7
NC(=O)CC[C@@H]1NC(=O)[C@H](CO)NC(=O)c2cc([N+](=O)[O-])cc(I)c2NCC[C@@H](C(N)=O)NC(=O)[C@H](Cc2ccc(O)cc2)NC1=O	19	3	1	-2	-7	-1.0	1	2	-10	-2
Cc1cc(C(F)(F)F)c2c(=O)[nH]c(=O)n(Cc3ccccc3)c2n1	22	28	3	-5	-11	-0.3	2	15	12	-1
CCOC(=O)CSC1=N/C(=C\c2ccc(OC)c(OC)c2)C(=O)N1C	6	-3	0	-1	-10	-1.0	23	9	17	1
Cc1cccc(C)c1NC(=O)CN(C)C(=O)c1cc([N+](=O)[O-])ccc1N1CCOCC1	-7	14	7	-2	9	-0.6	-9	-9	-31	3
C=CCN(CC=C)c1nc2ccccc2nc1C(C#N)C(=O)OC(C)C (stereo not drawn)	35	69	0	-9	-30	-0.5	-2	10	25	8
O=C(NCc1ccc(F)cc1)C1CCCN1C(=O)NCc1ccccc1 (stereo not drawn)	-22	23	5	2	-2	-0.3	-6	-5	-1	-1
O=c1[nH]c2cc3c(cc2cc1C(c1nnnn1CC1CCCO1)N1CCCC1)OCO3 (stereo not drawn)	·	6	-2	-9	-25	·	-11	·	·	-4
Cc1ccc(N(CC(=O)N/N=C/c2cccs2)S(C)(=O)=O)cc1Cl	16	23	0	-8	1	-0.8	-16	-2	-3	5
CC(=O)N[C@@H](Cc1c[nH]c2ccccc12)C(=O)NC1CC1	-11	8	3	1	-29	0.8	-5	-1	6	0
O=C(COC(=O)c1ccccc1Sc1ccc(C(F)(F)F)cc1[N+](=O)[O-])NC(=O)NC1CCCC1	21	29	2	-2	-20	-0.3	5	12	15	4
COCCNC(=O)C(=O)N/N=C(\C)CC(=O)Nc1ccc2c(c1)OCO2	-18	0	4	3	-26	0.8	3	·	·	0
COc1ccc(/C=N/NC(=O)c2cccnc2)c2ccccc12	17	-1	-2	7	-7	-2.8	1	-6	-12	10
CC(=O)N1CCN=C1SCc1ccccc1F	-10	33	-5	5	-58	·	-1	0	-1	6
O=C(Nc1nnc2n1CCS2)c1ccco1	-15	18	-3	-2	-17	0.3	1	-3	-1	2
CCOC(=O)c1oc2cccc(O)c2c1C	-81	20	4	-20	-48	4.8	5	-5	1	9
Cc1nnc(SCc2ccccc2F)n1NCc1cccs1	9	23	3	1	-55	0.2	-14	3	-4	-1
C=CCC1S/C(=N/N=C/c2cccs2)NC1=O (stereo not drawn)	19	19	4	8	-26	0.3	-5	7	-3	15
CCn1c(Cc2ccccc2)nnc1SCC(=O)Nc1cc(C)on1	-3	8	-1	-7	14	-0.6	-6	3	4	7
COc1ccccc1OCC(=O)N(Cc1nnc(-c2ccccc2Cl)o1)C1CC1	12	25	·	-3	·	1.4	-3	5	1	·
Clc1ccc(Cl)c(OCc2cc(-c3ccccc3Cl)on2)c1	-155	12	5	2	-3	0.4	-4	-2	14	2
Cc1cccc(NC(=O)COc2ccccc2)c1	-48	·	-2	-1	-11	1.5	14	-1	-6	-4

In a second layout: results already given.
Compound,aSyn 5UTR inh,AI-2 QS mod,HSP90 refold inh,HDAC3 inhib,KLF5 inh,HIF act,Platelet DG rel,HSF1 inh,HSF-1 act,IEC-6 cytotox
COc1cccc(OCCCN2CCN(S(=O)(=O)c3ccc(NC(C)=O)cc3)CC2)c1,1,27,0,0,-23,0.1,-4,2,3,-3
O=S(=O)(Nc1cccnc1)c1ccc2c(c1)OCCO2,17,3,-2,0,-25,-0.1,-1,·,·,-5

Further structures.
SMILES	aSyn 5UTR inh	AI-2 QS mod	HSP90 refold inh	HDAC3 inhib	KLF5 inh	HIF act	Platelet DG rel	HSF1 inh	HSF-1 act	IEC-6 cytotox
COc1cccc(C(=O)Nc2ccc3nc(N4CCN(c5ncccn5)CC4)cc(C)c3c2)c1OC	·	·	4	12	-13	·	·	·	·	0
CN1C(=O)[C@H]2[C@@H](/C=C/c3ccccc3)N3C(=O)CN(CCO)C(=O)[C@@]3(C)[C@H]2C1=O	-11	4	-1	-2	-3	0.1	-6	2	0	-1
O=C(NCCc1ccc(Cl)cc1)C1CCCN(S(=O)(=O)N2CCCCCC2)C1 (stereo not drawn)	7	31	-4	-1	-28	-0.8	0	9	30	-8
O=c1cc(-c2ccc(O)c(O)c2)oc2c(C3O[C@H](CO)[C@@H](O)[C@H](O)[C@H]3O)c(O)cc(O)c12 (stereo partly drawn)	4	20	1	4	-15	0.3	17	-6	-9	0
COc1ccc(-c2nc3ccccc3c(=O)n2CCCn2ccnc2)cc1	4	31	1	5	-10	0.0	-18	·	·	2
CCn1c(NC(=O)Nc2cccc(C)c2C)cc2sccc21	-5	30	5	0	-32	-0.3	15	6	16	6
Fc1ccccc1N1CCN(C(c2ccccn2)c2nnnn2C2CCCCC2)CC1 (stereo not drawn)	-20	-5	4	-4	-2	-0.4	1	2	1	-5
CC(C)CC(c1nnnn1C(C)(C)C)N1CCN(Cc2ccccc2)CC1 (stereo not drawn)	18	30	-2	-8	25	0.1	-3	4	6	-7
C=CCNC(=O)COC(=O)c1c2c(nc3ccccc13)CCC2	9	23	0	1	-3	-1.3	-4	-3	4	-2
Cn1nccc1C(=O)NC1CCCc2c1cnn2-c1ccccc1F (stereo not drawn)	6	14	-3	?	-17	1.4	2	-5	7	26*
COc1cc(/C=C2\SC(=S)N(Nc3ccccc3)C2=O)cc(OC)c1OC	-17	2	0	-1	2	-0.9	7	26	40	-4
Cc1cc(NC(=O)c2ccc(S(=O)(=O)N(C)C)cc2)no1	-50	6	1	4	6	0.3	-17	4	15	-1
COc1ccc(S(=O)(=O)NCc2ccc(C(=O)N3CCN(Cc4ccccc4)CC3)cc2)cc1	17	22	-1	9	-31	-1.0	1	-4	4	2
CCN(CC)C(=O)C1CC(=O)N(c2ccc(OC)cc2)C1c1ccc(OC)cc1 (stereo not drawn)	4	3	-3	1	2	-0.7	-3	-11	-13	5
CC(C)(C)c1cc(NC(=O)c2cccs2)no1	-77	18	21*	3	-73	1.8	12	18	22	6
COc1ccc(Br)cc1/C=N/n1nnnc1N	-2	-5	5	-1	-6	-0.1	-4	-2	13	3
CCOc1cc(/C=N/N=C2/NC(=O)C(CC(=O)O)S2)ccc1OCc1ccc(Cl)cc1 (stereo not drawn)	-6	8	-1	3	-5	-0.1	-3	7	17	-6
OCCC1CN(Cc2cnc(-c3ccccc3)s2)CCN1CCc1ccccc1 (stereo not drawn)	-12	0	2	2	-15	0.2	6	4	-24	2

From PubChem
